# TDP1 block: qHTS Assay for Inhibitors of Tyrosyl-DNA Phosphodiesterase (TDP1). recombinant TDP1, AlphaScreen DNA substrate cleavage. Potency, µM (highest dose often 130 µM), for inactives: top-dose activity change, negative = inhibition, hits mostly inhibitors. actives 0.28% (n = 350,000). AID 485290, 2010; active = well fitted inhibition curve with a large enough effect; note: nearly all actives have a fitted effect of over 40% in size
# Target sequence (Q9NUW8 whole entry, looked up): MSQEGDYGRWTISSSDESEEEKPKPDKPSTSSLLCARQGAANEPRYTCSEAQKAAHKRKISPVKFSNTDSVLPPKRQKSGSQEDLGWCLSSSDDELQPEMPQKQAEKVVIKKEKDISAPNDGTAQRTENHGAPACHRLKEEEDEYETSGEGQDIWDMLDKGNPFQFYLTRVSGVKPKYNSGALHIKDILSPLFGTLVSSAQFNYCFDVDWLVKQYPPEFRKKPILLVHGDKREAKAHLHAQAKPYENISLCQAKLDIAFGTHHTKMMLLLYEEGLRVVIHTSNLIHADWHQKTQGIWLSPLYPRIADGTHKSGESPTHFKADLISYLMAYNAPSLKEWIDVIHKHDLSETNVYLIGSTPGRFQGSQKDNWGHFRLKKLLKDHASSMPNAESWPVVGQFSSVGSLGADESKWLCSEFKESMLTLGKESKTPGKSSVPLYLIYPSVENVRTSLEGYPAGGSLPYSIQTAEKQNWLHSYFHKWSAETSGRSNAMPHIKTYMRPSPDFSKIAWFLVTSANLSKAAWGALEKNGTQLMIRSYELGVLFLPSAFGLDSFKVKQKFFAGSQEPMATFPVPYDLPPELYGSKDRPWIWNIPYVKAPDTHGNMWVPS
#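 Recombinant human Tdp1 (E. coli-expressed, 1 nM final) preincubated with compounds 15 min at room temperature, then 5'-biotin/3'-phosphotyrosine-FITC DNA substrate (15 nM final) added for 5 min. AlphaScreen beads (10 ug/ml final) added 10 min; cleavage lowers signal.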
# * = called active by the depositor; & = joins results of further samples; [ ] = dose if it differs, or a comment. % is set by controls: 0 for no effect and ±100 for the full control effect; potency is the fitted concentration of half-maximal effect. A portion of the library. The share of hits here may be higher or lower than overall.
SMILES,TDP1 block
COc1ccc2c(c1)C(=O)[C@H](OC(=O)NCCc1ccc(OC)c(OC)c1)[C@@H](c1ccc(OC)c(Br)c1)O2,9%
CCOC(=O)/C(C#N)=C/c1cc(C)n(-c2ccc(Br)cc2)c1C,1%
O=C1CCc2cc(S(=O)(=O)Nc3ccccn3)ccc2N1,-1%
COc1ccc(COC(=O)N/N=C2/C[C@@H](O)[C@@H](O)[C@@H]3[C@@H]4C(=O)N(Cc5ccc6c(c5)OCO6)C(=O)[C@H]4CC[C@H]23)cc1,8%[21 µM]
O=C(Cn1ncc2ccsc2c1=O)N1CCN(c2ccc(F)cc2)CC1,-1%
COCCNS(=O)(=O)c1ccc2c(c1)oc(=O)c1cc(S(=O)(=O)NCCOC)ccc12,3%
CCCCCCCC/C=C\CCCCCCCC(=O)NCCCC(=O)O,6%
Cc1nn(-c2ccccc2)c(Cl)c1C(=O)N(C)c1nc(-c2ccc(F)cc2)cs1,3%
CCOC(=O)C1=C(Cc2ccc(C)cc2)C(=O)c2ccccc2C1=O,7%
O=C1Nc2cc(C(=O)N3CCN(c4ccccc4F)CC3)ccc2NC1CSCc1ccccc1F (centres undefined),1%
CC(=O)Nc1ccc(OCC(=O)Nc2ccc(Cl)c(S(=O)(=O)N3CCOCC3)c2)cc1,3%
CCOc1ccccc1NC(=O)C1CCN(S(=O)(=O)c2cccc3cccnc23)CC1,0%
Cc1sc2nc(C(C)Sc3n[nH]c(N)n3)[nH]c(=O)c2c1C (centres undefined),2%
O=C(CNC(=O)C1CCCC1)OC(C(=O)Nc1cc(C(F)(F)F)ccc1Cl)c1ccccc1 (centres undefined),1%
Cc1ccc2[nH]c(C)c(CCNC(=O)c3cc4cc(Br)ccc4oc3=O)c2c1,3%
C=C(C(C)=O)C(O)/C=C/c1ccco1 (centres undefined),11µM*
O=C1O[C@@H]([C@@H](O)CO)[C@@H](O)[C@H]1O,-13%[56.1 µM]
CCOC(=O)CNC(=O)N1CCN(S(=O)(=O)c2ccc3c(ccn3C)c2)CC1,8%
CCOC(=O)CC(NC(=O)c1cc2cc(Br)cc(OC)c2oc1=O)c1ccc(OC)cc1 (centres undefined),-3%
COc1cccc(C2=Nn3c(nnc3-c3ccc(OC)c(OC)c3)SC2)c1,1%
Cc1ccsc1CNc1ncnc2ccc(-c3ccc4c(c3)OCO4)cc12,3%
COc1ccc(-c2oc3cc(OC)ccc3c2C(=O)c2ccc(C#N)cc2)cc1,3%
COc1ccccc1N/C(=N/c1nc(C)cc(C)n1)NC(C)=O,0%
c1coc(C2Nc3cccc4cccc(c34)N2)c1,3%
O=C1c2ccccc2C(=O)N1c1cc(=O)c2ccccc2[nH]1,2%
COc1ccc(C(=O)Nc2cc(C(F)(F)F)ccc2N2CCN(c3ccccc3)CC2)cc1OC,5%
O=C(CSC(=S)N1CCOCC1)Nc1nc(=O)c2ccccc2s1,6%
CN1C(=O)/C(=C/c2cn(CC(=O)NCc3ccco3)c3ccccc23)NC1=S,6%
CCC[C@@H]1O[C@@H]2C[C@@H]3[C@H]4CCC5=CC(=O)C=C[C@@]5(C)[C@H]4[C@H](O)C[C@@]3(C)[C@@]2(C(=O)CO)O1,7%[56.1 µM]
COC(=O)[C@@]1(Cc2ccc(OC)cc2)[C@H]2c3cc(C(=O)N(C)C)n(CCc4ccc(O)c(OC)c4)c3C[C@H]2CN1C(=O)c1ccccc1,7%
CC1(C)OC(C(O)(c2cccc3c2oc2ccccc23)c2cccc3c2oc2ccccc23)C(C(O)(c2cccc3c2oc2ccccc23)c2cccc3c2oc2ccccc23)O1 (centres undefined),8%[21 µM]
Cc1c(P(=O)(c2ccccc2)c2ccccc2)c2ccccc2n1C,1%
O=C1C[C@@H](c2ccc(O)c(O)c2)Oc2c1ccc(O[C@@H]1O[C@H](CO)[C@@H](O)[C@H](O)[C@H]1O)c2O,-8%
CC/C=C/C/C=C/C/C=C/CCCCCCCC(=O)OCC,18%
C=CCN1C(=O)/C(=C2/Sc3ccc(OC)cc3N2C)SC1=Nc1ccc(OC)cc1,-5%
CC1(C)Cc2c(c(N3CCCC3)[nH]c(=S)c2C#N)CO1,6%
COC(=O)C1=C[C@@H](C(=O)OC)C2C3=C(C(=O)[C@@]2(CC(C)C)NC(=O)c2ccccc2)[C@H](C)n2c(=O)n(C)c(=O)n2[C@@H]3C1 (some centres undefined),6%
Cc1ccc(Cl)cc1NS(=O)(=O)c1cc2c(cc1Cl)CCC(=O)N2,2%
C=CCC(C)(Nc1ccccc1)C(=O)OCC (centres undefined),6%
CC1CC=CC2C1C(=O)N(Cc1ccccc1)C2c1ccc(-c2ccc(F)cc2)cc1F (centres undefined),-3%

# Single entries from the list.
# TDP1 block with c1coc(C2Nc3cccc4cccc(c34)N2)c1 : 3%
# TDP1 block with COC(=O)[C@@]1(Cc2ccc(OC)cc2)[C@H]2c3cc(C(=O)N(C)C)n(CCc4ccc(O)c(OC)c4)c3C[C@H]2CN1C(=O)c1ccccc1 : 7%
# TDP1 block with C=CCC(C)(Nc1ccccc1)C(=O)OCC (centres undefined) : 6%
# TDP1 block with COC(=O)C1=C[C@@H](C(=O)OC)C2C3=C(C(=O)[C@@]2(CC(C)C)NC(=O)c2ccccc2)[C@H](C)n2c(=O)n(C)c(=O)n2[C@@H]3C1 (some centres undefined) : 6%
# TDP1 block with CC1CC=CC2C1C(=O)N(Cc1ccccc1)C2c1ccc(-c2ccc(F)cc2)cc1F (centres undefined) : -3%
# TDP1 block with C=CCN1C(=O)/C(=C2/Sc3ccc(OC)cc3N2C)SC1=Nc1ccc(OC)cc1 : -5%

# (continued)
SMILES,TDP1 block
C[C@@]1(O)C(O)[C@@H](CO)O[C@H]1n1cnc2c(NC3CCCC3)nc(Cl)nc21 (some centres undefined),4%
C[C@H]1[C@H](C)CC[C@]2(C=O)CC[C@]3(C)C(=CC[C@@H]4[C@@]5(C)C[C@@H](O)[C@H](O)[C@@](C)(CO)[C@@H]5CC[C@]43C)[C@H]12,12%
CO[C@H]1COC(=O)C/C=C\[C@H](C)[C@H](OC)COC(=O)[C@@H](C)COC(=O)C/C=C\[C@@H]1C,3%&5%[21 µM]
CCCCC1CCC(C(=O)NCC(c2ccco2)N2CCOCC2)CC1 (centres undefined),0%
CCn1c(-c2cc(-c3ccc(C)c(C)c3)nc3ccccc23)n[nH]c1=S,12%
CCOC(=O)C1(CCCCCCOc2ccc(Cl)cc2)CO1 (centres undefined),-14%
Cc1ccc(C2=NN(CCC(=O)NCCC(C)C)C(=O)CC2)cc1,7%
N#C/C(=C/c1ccc(Br)o1)C(N)=S,-5%
CSCC[C@H](NC(=O)[C@H](CC(C)C)NC(=O)[C@@H]1CCCN1C(=O)[C@H](Cc1ccccc1)NC(=O)[C@H](Cc1ccccc1)NC(=O)[C@H](CCC(N)=O)NC(=O)[C@H](CCC(N)=O)NC(=O)[C@@H]1CCCN1C(=O)[C@H](CCCCN)NC(=O)[C@@H]1CCCN1C(=O)[C@@H](N)CCCN=C(N)N)C(N)=O,5%
CCCCCCN(C(=O)CCCCCN1C(=O)NC(c2ccc(C(C)(C)C)cc2)C(C(=O)OCc2ccccc2)=C1C)C(C(=O)NCCCC)c1ccc(OCC(=O)OC)c(C(=O)OC)c1 (centres undefined),2%&7%
COc1ccc2c(c1)C(c1ccc3c(c1)OCO3)CC(=O)O2 (centres undefined),6%
COc1cc(OC)c2c(c1C(CCN1CCCC(C)C1)c1ccc(N(C)C)cc1)OC(=O)CC2c1ccc(N(C)C)cc1 (centres undefined),27%
CCOC(=O)C1CCN(C(=O)c2cnn(-c3ccc(F)cc3)c2-n2cccc2)CC1,3%
Cc1ccc(CNC(C)c2ccccc2)s1 (centres undefined),6%
Cc1ccc2[nH]c3nc(CCCn4ccnc4-c4ccccc4)nnc3c2c1,4%[21 µM]
COc1cccc(C2c3c(ncn(-c4ccc(NC(C)=O)cc4)c3=N)Oc3ccc4ccccc4c32)c1 (centres undefined),3%
Cc1ccc2nc(-c3ccc(Cl)c(NC(=O)c4cccnc4)c3)oc2c1,7%
Cc1ccc(CNc2ncnc3ccc(-c4ccc5c(c4)OCO5)cc23)o1,3%
Cc1nc2c(cnn2-c2ccc(Cl)cc2)c(=O)n1-c1ccc(N2CCC(C)CC2)cc1,-3%
CC(C)CCNC(=O)c1ccc(Cl)c(N)c1,-1%

# Grouped by structure, the compounds so far containing a cyano group (four)
SMILES,TDP1 block
CCOC(=O)/C(C#N)=C/c1cc(C)n(-c2ccc(Br)cc2)c1C,1%
COc1ccc(-c2oc3cc(OC)ccc3c2C(=O)c2ccc(C#N)cc2)cc1,3%
CC1(C)Cc2c(c(N3CCCC3)[nH]c(=S)c2C#N)CO1,6%
N#C/C(=C/c1ccc(Br)o1)C(N)=S,-5%

# Not a retest: four of the compounds above.
SMILES,TDP1 block
C[C@@]1(O)C(O)[C@@H](CO)O[C@H]1n1cnc2c(NC3CCCC3)nc(Cl)nc21 (some centres undefined),4%
C[C@H]1[C@H](C)CC[C@]2(C=O)CC[C@]3(C)C(=CC[C@@H]4[C@@]5(C)C[C@@H](O)[C@H](O)[C@@](C)(CO)[C@@H]5CC[C@]43C)[C@H]12,12%
CO[C@H]1COC(=O)C/C=C\[C@H](C)[C@H](OC)COC(=O)[C@@H](C)COC(=O)C/C=C\[C@@H]1C,3%&5%[21 µM]
CCCCC1CCC(C(=O)NCC(c2ccco2)N2CCOCC2)CC1 (centres undefined),0%

# More structures.
SMILES,TDP1 block
CC1(OC(=O)C2CCCC2)C(=O)C=C2C=C(c3ccsc3)N(c3cccc(C#N)c3)C=C2C1=O (centres undefined),11%[21 µM]
Cc1ccc(SCC(c2ccccc2)N2CCN(CCc3ccccc3)CCC2=O)cc1 (centres undefined),15%
COc1ccc(CNc2nc(-c3ccc(Cl)cc3)nn2C(=O)c2ccccc2)cc1,-2%
CC1CCC2C(=O)N3C(CCC(C)[C@@H]3c3cccc(N4CCOCC4)c3)C(=O)N2C1c1cccc(N2CCOCC2)c1 (some centres undefined),10%[21 µM]
Cc1c(Cl)ccc2c(C(=O)NC(C)c3ccncc3)cc(-c3ccncc3)nc12 (centres undefined),-3%
COC(=O)[C@@]1(Cc2ccccc2)[C@H]2c3cc(C(=O)N4CCCC4)n(Cc4cc(F)cc5c4OCOC5)c3C[C@H]2CN1C(=O)c1ccccc1,15%
O=C(Cc1ccc(-n2c(=O)c3ccccc3n(Cc3cccc([N+](=O)[O-])c3)c2=O)cc1)NCC1CCCO1 (centres undefined),1%
COc1ccc(N2CCN(C(=O)c3ccc4c(c3)NC(=O)C(CSCc3cccc(F)c3)N4)CC2)cc1 (centres undefined),3%
CCC1=C2CC[C@H]3C(=O)NC(=O)[C@H]3[C@H]2[C@@]2(C)C(=NCC3CC3)OC(=O)N2C1=O,7%
Cc1nc2nc(-c3ccc(Cl)cc3)[nH]n2c(=O)c1C,2%
COc1ccc(C(=O)CCS(=O)(=O)c2ccc(F)cc2)cc1OC,1%
C=CCC(C)(O)C#Cc1ccccc1 (centres undefined),2%
COC(=O)c1[nH]c2cccc(OC)c2c1NC(=O)CCN1CCN(c2cccc(Cl)c2)CC1,5%
Nc1nc(=S)c2ncn([C@H]3O[C@@H](CO)[C@@H](O)[C@@H]3O)c2[nH]1,11%[21 µM]
C=C(C(=O)OCC)C(=O)c1ccccc1,4%
Cc1ccc(-n2[nH]c(C)c(C=Nc3ccc(S(=O)(=O)Nc4nccs4)cc3)c2=O)c(C)c1,8%
CCC(=O)Nc1ccc(C(=O)Cn2nc(C(=O)O)c3ccccc3c2=O)cc1,-2%
COC(=O)c1ccccc1S(=O)(=O)N1CCc2nc(COc3ccccc3)c3c(c2C1)CO[C@@H](C)C3,9%[12.3 µM]
COC(=O)c1ccc(C(NC(=O)OCc2ccccc2)/C(C)=C/[C@@H](C)C(=O)N2CCN(C)CC2)cc1 (some centres undefined),2%
O=C(NC1CCCC1)O[C@@H]1C(=O)c2cc(Br)ccc2O[C@H]1c1ccc2c(c1)OCO2,8%
NC(=O)c1ccc([N+](=O)[O-])cc1,14%
COc1ccc(SCC(CC(C)C)N2CCN(CCc3ccccc3)CCC2=O)cc1 (centres undefined),10%
COc1ccc(-c2nnc3n2N=C(c2c(OC)cccc2OC)CS3)cc1OC,4%
CC(=O)OC[C@@H]1O[C@@H](O/N=C2/C[C@@H](O)[C@@H](O)[C@@H]3[C@@H]4C(=O)N(C5CCCCC5)C(=O)[C@H]4CC[C@H]23)[C@H](OC(C)=O)[C@H](OC(C)=O)[C@@H]1OC(C)=O,6%[21 µM]
CC(C)[C@H](/C=C/C[Si](C)(C)C)[C@H](C)C(O)/C=C/CCCOC(=O)C(C)(C)C (some centres undefined),6%
OC1CNCc2cc3c(cc21)OCCO3 (centres undefined),2%
N#Cc1cccc(CS(=O)(=O)c2ccccc2)c1,4%
CC(C)N=C=NC(C)C,4%
O=C1CCCC=C1[C@H](O)c1ccc([N+](=O)[O-])cc1,7%[21 µM]
COC[C@@H](O)[C@@H](OC)[C@H](OC)[C@H](Cc1c(OC)cc(OC)cc1OC)OC,4%
Cn1c(=O)n(C)c2cc(/C=N/NC(=O)c3ccncc3)ccc21,5%
CC1=C(/C=C/C(C)=C/C=C/C(C)=C\C=O)C(C)(C)CCC1,14%
O=C(O)CNC(=O)c1ccc(CO)o1,17%
O=C1C[C@H](c2ccccc2)[C@@H](c2ccc(Br)cc2)O1,4%[21 µM]
CCCCN1C(=O)c2ccccc2C1=O,1%
CN1C(=O)/C(=C/c2cn(CC(=O)N3CCCCC3)c3ccccc23)c2ccccc21,8%
COc1ccc(C(=O)N(Cc2ccccc2)Cc2ccco2)c(O)c1,0%
O=C(Nc1ccc(-n2ccc(C(F)(F)F)n2)cc1)Nc1cccc(Cl)c1,0%
Cc1cc2nc3c(=O)[nH]c(=O)nc-3n(CC(O)C(O)C(O)COP(=O)(O)O)c2cc1C (centres undefined),11%
C[C@@H](C(=O)NCc1nc2ccccc2[nH]1)[C@@H]1C[C@@]1(C)[C@@H](NC(=O)OCc1ccccc1)c1ccccc1,16%
